EP2 antag = blocks the human prostaglandin E2 receptor EP2; inhibition, % at 25 µM; C6 glioma cells expressing human EP2, cAMP TR-FRET; cells stimulated with saturating PGE2; 260,000 compounds, 0.52% hits;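 active = percent inhibition above 40 after rounding to a whole number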;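 also: rat C6 glioma host cells with rolipram phosphodiesterase inhibitor present; the protocol text gives 20 µM as final concentration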
Target sequence (P43116 whole entry, looked up): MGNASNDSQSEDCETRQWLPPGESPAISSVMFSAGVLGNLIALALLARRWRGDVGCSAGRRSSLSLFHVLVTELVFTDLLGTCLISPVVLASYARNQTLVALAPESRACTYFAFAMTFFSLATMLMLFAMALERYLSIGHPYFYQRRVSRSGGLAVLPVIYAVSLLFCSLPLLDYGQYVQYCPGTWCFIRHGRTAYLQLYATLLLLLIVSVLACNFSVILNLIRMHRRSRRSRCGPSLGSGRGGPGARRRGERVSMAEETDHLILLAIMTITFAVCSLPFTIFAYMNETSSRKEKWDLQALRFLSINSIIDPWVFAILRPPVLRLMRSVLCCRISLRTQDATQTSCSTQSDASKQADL
The depositor's hits bear a star. A portion of the library (hit frequency here may not be typical).

SMILES	EP2 antag
C[C@H](CCC(=O)O)[C@H]1CC[C@@]2(C)[C@@H]3C(=O)C[C@H]4C(C)(C)[C@@H](O)CC[C@]4(C)[C@H]3C(=O)C[C@]12C	46.3*
CCC1CCCCN1C(=S)Nc1ccccc1 (configuration not stated)	20.6
COc1ccc(Cc2nnc(NC(=O)c3ccc(C)cc3)s2)cc1OC	8.3
CNC(=O)C1CCN(C(=O)c2cccs2)CC1	2.5
COc1ccc(-n2c(SC(C)C(=O)Nc3ccccc3C)nnc2-c2ccncc2)cc1 (configuration not stated)	8.2
Cc1c(C(=O)OC(C)C)sc2ncn(CC(=O)Nc3ccc(F)c(Cl)c3)c(=O)c12	6.6
CCCc1nc(SCC(=O)Nc2c(C)cccc2C)c2ccccc2n1	9.4
CC(=O)Nc1ccc(NC(=O)CSc2nnc3c4c5c(sc4nc(C(C)C)n23)CCCC5)cc1	7.3
Cc1c(C=Nc2ccc(SC#N)c(Cl)c2)c(O)[nH]c(=O)c1C#N	8.0
CCC(C)(C)n1nnnc1C(C(C)C)N(Cc1ccccc1)Cc1cc2ccc(C)cc2[nH]c1=O (configuration not stated)	3.7
Cc1cc2cc3c(cc2nc1SCC(=O)Nc1nccs1)OCCO3	20.6
O=c1oc(-c2ccncc2)nn1Cc1ccccc1F	3.1
CCOC(=O)C(=O)Nc1sc(C(=O)Nc2cccc(C)c2C)c(C)c1C(=O)OC	11.8
CS(=O)(=O)N(CC(=O)N1CCc2ccccc2C1)c1ccc(Cl)c(Cl)c1	10.3
O=C(NCc1cccnc1)C(=O)NCc1ccc2c(c1)OCO2	12.1
COc1ccc(CN2Cc3cc4cc(OC)ccc4nc3OCC2=O)cc1	8.3
C=CCn1c(SCC(=O)Nc2ccccc2OC)nc2sc3c(c2c1=O)CCC3	8.5
CC1CN(c2nc3c(c(=O)[nH]2)CCN(Cc2ccc(O)cc2)C3)CC(C)O1 (configuration not stated)	3.7
O=c1cnn(C2CCCO2)c(=O)[nH]1 (configuration not stated)	13.0
Nc1cc(-c2cccs2)nn(CC(=O)N2CCOCC2)c1=O	4.3
CCOc1cc(CCC(=O)N2CCc3c([nH]c4ccc(Cl)cc34)C2)on1	7.8
COc1cc2c(cc1CCNS(=O)(=O)c1ccc(N3CCCC3=O)cc1)CCC2	4.6
Cc1ccc(Cl)cc1NC(=O)Cn1nc(-c2ccncc2)nc1SCC(=O)NC1CCCC1	6.3
CCN(CC)C(=O)CSc1nnc(-c2ccncc2)n1C	14.0
CC(C)[C@H](Cn1nc(C2CC2)ccc1=O)NC(=O)c1nccc2ccccc12	7.5

The list goes on.
SMILES	EP2 antag
CCc1nnc(NC(=O)CSc2nc3ccc(C)cc3cc2C#N)s1	9.0
CC1CCc2c(sc(NC(=S)NC(=O)c3c(Cl)cnn3C)c2C#N)C1 (configuration not stated)	25.0
NC(=O)c1nsc(C(=O)N(CC(=O)NCc2ccc(F)cc2)c2ccc3c(c2)OCCO3)c1N	14.9
CC(C)N(C(=O)CCC1CCCC1)c1nnc(-c2ccc(Cl)cc2)s1	3.1
Cc1ccc(CC(=O)Nc2ncccn2)cc1	16.3
O=C(CSc1nnnn1C1CCCCC1)NC1CCCCC1	5.7
CCOc1ccc(N2C(=O)N(c3ccccc3C)C3CS(=O)(=O)CC32)cc1 (configuration not stated)	12.2
O=C(Nc1ccc(NC(=O)c2cc3ccccc3oc2=O)cc1)c1ccco1	11.7
CC(C)c1ccc(N(CC(=O)NC2CCCC2)C(=O)CCC(=O)Nc2nccs2)cc1	11.0
COC(=O)c1sc(NC(=O)CSc2nc3c(c(=O)n(C)c(=O)n3C)n2C)nc1C	7.1
COc1ccc(CNC(=O)c2ccc(N3CCC4(CC3)CC(c3ccc(Cl)cc3)=NO4)c(N)c2)cc1	14.4
CC(C)CN(CC#N)CC(C)C	9.8
Cc1ccc2nc(CC(=O)c3ccc4ccccc4c3)c(=O)[nH]c2c1	7.0
O=C(Nc1ccccc1)C1=C[C@@H](c2ccc3c(c2)OCO3)C[C@@H](OCCCCO)O1	17.9
CCCc1ncc(CN2CCC(O)(c3ccccc3C)CC2)cn1	7.8
Nc1ccc(Nc2nc(-c3ccc(F)cc3)cs2)cc1	21.1
Cc1ccc(NC(=S)N(Cc2ccco2)Cc2cc3ccc(C)c(C)c3[nH]c2=O)cc1	10.1
CCC(C)(C)n1nnnc1C(c1cccc(OC)c1OC)N1CCN(c2ccc(OC)cc2)CC1 (configuration not stated)	15.4
O=C(CSc1ncnc2sc3c(c12)CCCC3)N1CCCCCC1	12.4
COCC(=O)N(Cc1ccc(OC)cc1)Cc1cc2cc(C)ccc2n2nnnc12	8.9
Cn1cnnc1Sc1ccc([N+](=O)[O-])cn1	15.7
O=C(Cc1ccc(-c2ccccc2)cc1)N1CCC(O)(c2ccccn2)CC1	7.3
COCc1[nH]nc2c1C(c1cccc(F)c1)C(C#N)=C(N)O2 (configuration not stated)	10.7
Cc1nc2sc3c(c2c2nnc(SCC(=O)NC4CCCC4)n12)CCCC3	14.8
O=C(NCc1cccnc1)[C@@H]1CC=C[C@@H]2CCN(Cc3ccccc3)C(=O)[C@@H]21	6.5

Further compounds.
SMILES	EP2 antag
COc1ccc2cc(CN(Cc3ccc(Cl)cc3)C(=O)Nc3ccccc3OC)c(=O)[nH]c2c1	20.3
COc1ccc2cc(CN(CCCO)C(=O)Nc3ccccc3Cl)c(=O)[nH]c2c1	3.6
COc1ccccc1Nc1nc(N2CCOCC2)nc(N2CCOCC2)n1	8.4
O=C(CC(=O)c1ccncc1)c1ccccc1	9.6
CCC(CN1CCOCC1)NC(=O)Cc1csc(Nc2cccc(C)c2)n1 (configuration not stated)	0.9
CCOC(=O)c1cnc(SCC(=O)c2cc(F)ccc2OC)nc1N	9.7
Cc1ccc(NC(=O)CSc2nc3c(c(=O)n(C)c(=O)n3C)n2C)c(C)c1	2.0
Cc1[nH]ncc1C(=O)N1CCCC(c2nc3ccccc3c(=O)[nH]2)C1 (configuration not stated)	1.5
CC(=O)c1ccc(-c2ccc(/C=C3/SC(=S)NC3=O)o2)cc1	25.5
O=C(CN1CCC(n2nnc3ccccc32)CC1)N1CCOCC1	7.1
O=C(CSc1nnc(-c2ccccc2)o1)Nc1ccc(Br)cc1Br	7.0
C=CCNc1nc2c(c(=O)[nH]c(=O)n2C)n1CCO	6.9
CS(=O)(=O)N1CCc2cc(C(=O)N3CCC4(CC3)NC(=O)c3ccccc3O4)ccc21	2.5
CC1(OC(=O)c2ccco2)C(=O)C=C2C=C(C3CC3)OC=C2C1=O (configuration not stated)	16.1
CC(C)(C)NC(=O)c1sc2nc3cc4c(cc3cc2c1N)OCCO4	18.7
C=C(C)CN1CCN(Cc2ccc(OC)c(Cc3c(C)noc3C)c2)CC1	4.7
Cc1ccccc1NC(=O)C1Cc2ccccc2CN1S(=O)(=O)c1cccs1 (configuration not stated)	10.4
COc1ccccc1-n1c(C)nnc1SCC(=O)Nc1ccccc1	9.5
O=C(Cc1ccc2c(c1)OCO2)N1CCC(O)(c2cccc(F)c2)CC1	6.5
COc1ccc(NC(=O)COC(=O)C2CC(=O)N(c3ccc(C)cc3)C2)cc1 (configuration not stated)	7.4
Cc1cccc2cc(C(c3nnnn3C3CCCCC3)N3CCN(c4ccccc4)CC3)c(=O)[nH]c12 (configuration not stated)	5.7
CCc1cc(C(=O)N2CCCC(c3noc(-c4ccccn4)n3)C2)on1 (configuration not stated)	5.0
COc1ccc(OC)c(N(CC(=O)NCC2CCCO2)S(=O)(=O)c2ccc(C)cc2)c1 (configuration not stated)	8.2
COc1ccc(NC(=O)c2ccco2)cc1NC(=O)c1cccc2ccccc12	6.8
Cc1c(C)n(CC(O)CNC(C)c2ccccc2)c2ccccc12 (configuration not stated)	11.4

Remaining list, next part
SMILES	EP2 antag
CCN(CC)C(=O)C1CCN(Cc2cccc(OC)c2)CC1	14.4
CCC(C)(C)n1nnnc1CN(Cc1ccc2c(c1)OCO2)Cc1cc2ccc(C)cc2[nH]c1=O	6.1
Cc1cc(C)c(C#N)c(SCCC2OCCO2)n1	6.0
CCC(=O)Nc1nc2c(Cl)c(Cl)ccc2s1	66.8*
Cc1cc(/C=C2\SC(=O)N(CC(=O)N3CCOCC3)C2=O)c(C)n1C	4.3
CCc1nc(SCC(=O)NCc2cccs2)c2c(C)c(C)sc2n1	7.8
COCCCNC(=S)N(Cc1ccccc1)Cc1cc2cc(C)c(Cl)cc2[nH]c1=O	19.4
Cc1cccn2c(=O)c3cc(C(=O)NCc4ccco4)c(=N)n(CCCN4CCOCC4)c3nc12	8.8
CC(C)N(C(=O)CSc1nnc(-c2ccccc2Cl)o1)C(C)C	10.7
Cc1nn(-c2ccc(Br)cc2)c2c1C(c1ccc(Cl)cc1)C(C#N)=C(N)O2 (configuration not stated)	9.3
CCc1cccc2cc3c(N)c(C(=O)Nc4cc(OC)ccc4OC)sc3nc12	5.3
O=C(Nc1ccc2oc(=O)ccc2c1)c1cccc(Cl)c1	15.2
CCN1CCCC1CN(Cc1ccccn1)Cc1cccc(OC)c1O (configuration not stated)	8.6
COc1ccc(OC)c2[nH]c(C(=O)N3CCn4c(nnc4C4CC4)C3)cc12	8.6
CCn1c(=O)oc2cc(S(=O)(=O)NC3(c4ccc(Cl)cc4)CCC3)ccc21	3.3
COc1ccccc1NC(=O)CSc1nnc(-c2ccncc2)n1C1CCCCC1	7.7
O=C(Nc1ccc2oc(=O)ccc2c1)c1ccc(Cl)c(Cl)c1	8.5
Cc1cc2cc(CN(Cc3ccco3)Cc3nnnn3CC3CCCO3)c(=O)[nH]c2cc1C (configuration not stated)	12.3
CC(C)(CO)NC(=O)C1CC(c2ccccc2O)=NO1 (configuration not stated)	8.0
CCCC(c1nnnn1C(C)(C)C)N(Cc1cc2cc(C)ccc2[nH]c1=O)C1CCCCC1 (configuration not stated)	8.9
O=C(Cc1c(F)cccc1Cl)N1CCC(n2cnc3cccnc32)CC1	7.0
COc1cc(CN2CCC(O)(c3ccccc3)C2)ccc1OCc1c(C)noc1C (configuration not stated)	6.9
COc1ccc(CN2C[C@@H]3CCCN3C[C@@H]2Cc2ccccc2)cc1O	9.2
COC(=O)c1c(NC(=O)C2CC2)sc(C(=O)Nc2ccccc2F)c1C	8.6
C=CCn1c(=O)c(C(=O)NCC)c(O)c2ccccc21	-0.6

More compounds.
SMILES	EP2 antag
CCCCC(=O)O	7.7
Cn1c(=O)c(/C=C/c2ccccc2F)nc2ccccc21	23.3
CC(C)(C)c1nn(-c2ccccc2)c2[nH]c(=O)c(CNCCc3ccncc3)cc12	9.9
NCCSCCc1ccccc1	13.4
Cc1cc(C)c2c(N)c(C(=O)N3CCCCC3C)sc2n1 (configuration not stated)	9.6
O=C(c1ccco1)N1CCC(O)(c2ccccc2)CC1	12.3
CC(C)(C)NC(=O)C(c1ccc(Cl)cc1)N(Cc1cccnc1)C(=O)c1csnn1 (configuration not stated)	8.4
C=CCN1CCN(C(c2ccc(Cl)cc2)c2nnnn2CCOC)CC1 (configuration not stated)	23.5
CC1CCN(C(=O)CN(c2ccc(F)cc2)S(=O)(=O)c2ccc3c(c2)OCCO3)CC1	6.9
COc1cccc(NC(=O)CSc2nnc3c4ccccc4n(C)c3n2)c1	8.9
COc1cc2cc(CN(CCCN(C)C)C(=O)Nc3ccccc3)c(=O)[nH]c2cc1OC	5.4
CN(C)CCN(Cc1cccs1)Cc1n[nH]nc1-c1ccccc1	5.1
CC(C)(C)C(=O)N1CCN(Cc2ccc3c(c2)OCO3)CC1	10.8
CCOc1ccc(CN2CCN(C(=O)c3c(OC)cccc3OC)CC2)cc1	37.4
COc1ccc2[nH]c(=O)c(CN(Cc3cccnc3)Cc3nnnn3Cc3ccco3)cc2c1	5.1
CC(C)(C)NC(=O)C1CC(c2ccc(Cl)cc2)=NO1 (configuration not stated)	7.1
CC1CCN(C(=O)c2cc3nc(-c4ccco4)cc(C(F)(F)F)n3n2)C2CCCCC12 (configuration not stated)	9.0
COCc1[nH]nc2c1C1(CCC(C(C)(C)C)CC1)C(C#N)=C(N)O2 (configuration not stated)	34.0
COc1ccc(-c2ocnc2C(=O)N2CCC(C(N)=O)CC2)cc1OC	7.5
COC(=O)c1sc2ncn(Cc3cccc4ccccc34)c(=O)c2c1C	13.9
Cc1ccc2[nH]c(=O)c(CN(C3CCCCC3)S(=O)(=O)c3cccc4nsnc34)cc2c1	9.6
COCCn1c(SCC(=O)Nc2ccc(NC(C)=O)cc2)nc2ccccc2c1=O	10.0
COc1ccc(-c2cnc(NC(=O)c3csc(C(C)=O)c3)n2C)cc1	6.3
COc1ccc(N2CC(C(=O)Nc3c(C)cccc3C)CC2=O)cc1 (configuration not stated)	6.5
CCOc1cc(CN2CCC(O)(c3ccccc3F)CC2)ccc1OCC(N)=O	1.5
